Screening results (PubChem BioAssay)
RGS4 inh – inhibitors of human regulator of G protein signaling 4 | P49798 | Transcreener GDP fluorescence polarization, RGS4-accelerated GTP hydrolysis | Potency, µM (series often up to 114 µM), for inactives: at the highest dose activity change, negative = inhibition, most hits filed as inhibitors | actives 0.039% (n = 390,000) | AID 504845; also: potency is read from the fitted curve at half-maximal effect; % is scaled to controls: 0 for no effect and ±100 for the full control effect; nearly all actives have a fitted effect of over 75% in size; some results filed as inactive show a strong effect at the top dose
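MLSMR compounds (23 nl, pin-transferred) preincubated 10 min at room temperature with a 500nM (2x) first reagent, then RGS4 at 900nM (2x) plus Transcreener GDP mix added; fluorescence polarization (620/688 nm) read before and after 90 min at 30 °C.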
POLK inh – blocks human DNA polymerase kappa activity; actives 0.53% (n = 400,000); Potency, µM (top dose mostly 107 µM), inactives show top-dose activity, negative = inhibition, most hits filed as inhibitors; Q9UBT6; purified Pol kappa, fluorescent DNA synthesis assay, 10 min; also: potency is read from the fitted curve at half-maximal effect; % is scaled to controls: 0 for no effect and ±100 for the full control effect
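Kinetic fluorescence readout at 0 and 10 min followed reaction start with substrate at 50 nM final. Beforehand, enzyme (10 nM Pol kappa) stood 15 min with compound at room temperature; buffer-only wells were negative controls.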
POLB inh – inhibitors of human DNA polymerase beta; Potency, µM (highest dose often 114 µM), without a hit: at the highest dose activity change, negative = inhibition, actives largely listed as inhibitors; Pol beta primer extension/strand displacement, fluorescence kinetic; P06746; actives 1.3% (n = 340,000); also: potency is read from the fitted curve at half-maximal effect; % is scaled to controls: 0 for no effect and ±100 for the full control effect
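Values derive from four-parameter Hill fits of normalized kinetic data: reads at 0 and 10 min following addition of 50 nM substrate to 10 nM Pol beta preincubated 15 min with compound.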
Pol eta inh – DNA polymerase eta (human) inhibition; Potency, µM (series often up to 114 µM), inactives show at the highest dose activity change, negative = inhibition, actives largely listed as inhibitors; recombinant Pol eta, fluorescent DNA replication assay; actives 1.2% (n = 390,000); Q9Y253; AID 588591; also: potency is read from the fitted curve at half-maximal effect; % is scaled to controls: 0 for no effect and ±100 for the full control effect
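Fluorescent replication assay: 50 nM final substrate added after a 15 min room-temperature compound preincubation with 10 nM enzyme. Signal taken at 0 min and again at 10 min.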
APE1 inh – APE1 (human) endonuclease inhibition; Potency, µM (titrated, usually from 65.8 µM), inactives show top-dose activity change, negative = inhibition, hits mostly inhibitors; AID 2517; P27695; actives 0.35% (n = 350,000); recombinant APE1, TAMRA/BHQ-2 abasic DNA cleavage fluorescence;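 also: potency is read from the fitted curve at half-maximal effect; plate controls were vehicle for no effect and reference inhibitor for full effect; nearly all actives have a fitted effect of over 55% in size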
Target sequence (P27695 whole entry, looked up): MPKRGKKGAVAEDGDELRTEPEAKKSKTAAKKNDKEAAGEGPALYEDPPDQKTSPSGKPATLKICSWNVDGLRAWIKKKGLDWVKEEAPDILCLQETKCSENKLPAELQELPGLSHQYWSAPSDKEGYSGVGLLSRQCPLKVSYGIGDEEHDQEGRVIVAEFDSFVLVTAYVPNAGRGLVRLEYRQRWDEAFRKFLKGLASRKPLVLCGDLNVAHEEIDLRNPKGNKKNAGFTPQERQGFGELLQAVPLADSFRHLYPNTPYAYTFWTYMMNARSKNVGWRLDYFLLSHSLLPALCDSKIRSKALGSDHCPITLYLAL
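APE1 at 0.75 nM final was preincubated with compound 15 min at room temperature, then 50 nM double-stranded THF abasic-site substrate (5'-TAMRA/3'-BHQ-2) was added. Fluorescence (ex 525/em 598 nm) was read kinetically; third-minus-first read gave activity.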
Apoferritin bind – candidate novel general anesthetic via apoferritin binding. Potency, µM (doses to about 77.5 µM), without a hit: top-dose activity change, negative = displacement, usual class: inhibitors. apoferritin/1-aminoanthracene competitive binding, fluorescence. actives 0.074% (n = 350,000); also: potency is read from the fitted curve at half-maximal effect; % is scaled to controls: 0 for no effect and ±100 for the full control effect; nearly all actives have a fitted effect of over 20% in size
Target sequence (P02791 2-175 limits assumed): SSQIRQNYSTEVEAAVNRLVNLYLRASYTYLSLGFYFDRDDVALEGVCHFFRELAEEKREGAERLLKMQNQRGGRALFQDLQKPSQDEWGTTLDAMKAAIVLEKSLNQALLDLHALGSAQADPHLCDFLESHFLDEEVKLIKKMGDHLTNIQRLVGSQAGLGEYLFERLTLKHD
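Horse-spleen apoferritin (10 uM) in 50% saturated 1-aminoanthracene in PBS was incubated 10 min at room temperature with compound. Fluorescence (ex 380, em 535 nm) was normalized to free and bound 1-AMA, with concentration-response fitted by a four-parameter Hill equation.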
LDHA inh – LDHA (human) enzyme inhibition; actives 0.15% (n = 480,000); activity change, % (values are at about 110 or 230 µM); P00338; purified LDHA, NADH/diaphorase-resazurin fluorescence; active compounds read low; in the data active = activity change below about -30%; inconclusive = mostly about -25% to -30%;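 also: plate controls were DMSO wells for no effect and wells without enzyme for full effect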
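Human LDH5 at 2 nM final in Tris HCl pH 7.4 with 0.06 mM NADH and 0.2 mM pyruvate, reacted 5 minutes at room temperature. Remaining NADH coupled via diaphorase/resazurin; resorufin fluorescence read at 0 and 20 minutes, normalized to enzyme-free and DMSO wells.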
ERG-DNA inh – ERG Ets/DNA interaction inhibition; P11308; fluorescence polarization, His-ERG Ets domain / labelled DNA; Potency, µM (series often up to 76.9 µM), without a hit: at the top dose FP activity, negative = inhibition, actives largely listed as inhibitors; actives 0.028% (n = 370,000); AID 624246; active = well fitted inhibition curve with a large enough effect in the polarisation, with a control signal flat; inconclusive = small, poorly fitted or top-dose-only effect, or effect the other way, or a change in a side signal; inactive = no such curve, though single readings can be large or run the other way; the % refers to the polarisation;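 also: polarization taken with two DNA probes labelled with fluorescein and Texas red; potency is read from the fitted curve at half-maximal effect; % of control where 0% means no effect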
Target sequence (P11308 whole entry, looked up, the tested form may be a part): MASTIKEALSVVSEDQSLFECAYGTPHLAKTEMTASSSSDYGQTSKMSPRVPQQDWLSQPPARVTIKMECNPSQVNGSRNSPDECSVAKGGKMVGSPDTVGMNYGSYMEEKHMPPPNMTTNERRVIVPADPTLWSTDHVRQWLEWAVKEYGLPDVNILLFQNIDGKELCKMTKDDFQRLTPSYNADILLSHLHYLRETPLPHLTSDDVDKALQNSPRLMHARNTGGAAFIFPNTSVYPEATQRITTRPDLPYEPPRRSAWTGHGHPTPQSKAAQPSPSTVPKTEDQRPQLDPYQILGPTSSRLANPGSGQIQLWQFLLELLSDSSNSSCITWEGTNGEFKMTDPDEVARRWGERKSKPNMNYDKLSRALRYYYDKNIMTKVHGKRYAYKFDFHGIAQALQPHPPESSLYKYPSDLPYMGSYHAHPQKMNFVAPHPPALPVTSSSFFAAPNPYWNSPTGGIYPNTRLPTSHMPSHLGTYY
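His-tagged ERG Ets domain (1 uM in the protein solution; 300mM KCl, 50mM Tris-HCl, 1mM EDTA, 1mM DTT, pH 7.5) received compound, then a probe mix of 5 nM fluorescein-DNA and 100nM Texas-615-DNA. Fluorescence polarization was read for both dyes.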
ALOX12 inh – inhibitors of human 12S-lipoxygenase ALOX12; actives 1.1% (n = 580,000); Potency, µM (titrated, usually from 108 µM), without a hit: at the highest dose activity change, negative = inhibition, most hits filed as inhibitors; purified 12hLO, xylenol orange hydroperoxide absorbance; also: potency is read from the fitted curve at half-maximal effect; % is scaled to controls: 0 for no effect and ±100 for the full control effect
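Hydroperoxide product was detected by ferrous iron/xylenol orange as the 573 to 405 nm absorbance ratio. Arachidonic acid at 40 uM (final) was turned over for 30 min at room temperature by 150 nM human 12hLO, pH 7.0 Hepes buffer, after 15 min compound preincubation.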
Numbers without * were called inactive; i = inactive; ? = inconclusive; / = no result given; & = joins results of further samples; [ ] = dose if it differs, or a comment. Unless noted, calls follow the shape of the dose curve; as a rule, active = well fitted curve in the direction sought with a large enough effect; inconclusive = small, poorly fitted or top-dose-only effect, or another doubt; inactive = no such curve, though single readings can be large; an effect the other way counts as inactive or inconclusive. These rows are one share of the data (hit frequency here may not be typical).

compound,RGS4 inh,POLK inh,POLB inh,Pol eta inh,APE1 inh,Apoferritin bind,LDHA inh,ERG-DNA inh,ALOX12 inh
CCCCOc1ccc(CNC(=O)NS(=O)(=O)c2ccc(OCC(C)C)cc2)cc1,12%,?,0%,?,-3%,-10%,-3,-4%,-24%
COc1ccc(/C=N/NC(=O)c2c(C)nc3ccc(Cl)cn23)cc1OC,-14%,-3%,0%,0%,28%,1%,-9,3%,15%
O=C(CN1C2CCCC1CC(NC(=O)c1ccccc1)C2)Nc1nccs1 (stereo not given),-10%,-6%,14%,4%,-1%,-6%,-8,-3%,0%
O=C(CSc1nc(O)c(Cc2ccccc2)c(=O)[nH]1)Nc1nc2c(s1)CCCC2,9%,-24%,?,11%,-6%,-21%,0,18%,-4%
CCN1CCC(=NNC(=O)CC23CC4CC(CC(C4)C2)C3)CC1,-9%,-4%,1%,-16%,4%,?,-1,-3%,-1%
CC(CCc1ccccc1)NS(=O)(=O)c1ccc(Cl)c(C(=O)O)c1 (stereo not given),?,4%,1%,-12%,34%[activator],-3%,0,0%,?
Oc1ccc(/C(Cc2ccc3ccccc3n2)=N\Nc2ccccc2)c(O)c1,-13%,-14%,-6%,-7%,?,?,-9,-4%,?
C[C@H](NC(=O)c1ccccc1)C(=O)OCC(=O)Nc1ccc2c(c1)OCO2,-6%,-18%,/,-13%,7%,/,-10,0%,320%[activator]
Cc1c(NC(=O)C(C)(C)C)cccc1-c1nc2ccccc2s1,0%,1%,-26%,-15%,/,-24%,-10,2%,6%
COc1cc(SC)ccc1C(=O)OCC(=O)NC1CCCCC1,13%,-5%,22%,-5%,-2%,?,-11,-9%,66%[activator]

Quoted at random: 2 compounds from above
compound,RGS4 inh,POLK inh,POLB inh,Pol eta inh,APE1 inh,Apoferritin bind,LDHA inh,ERG-DNA inh,ALOX12 inh
Cc1c(NC(=O)C(C)(C)C)cccc1-c1nc2ccccc2s1,0%,1%,-26%,-15%,/,-24%,-10,2%,6%
CCN1CCC(=NNC(=O)CC23CC4CC(CC(C4)C2)C3)CC1,-9%,-4%,1%,-16%,4%,?,-1,-3%,-1%

The list continues:
compound,RGS4 inh,POLK inh,POLB inh,Pol eta inh,APE1 inh,Apoferritin bind,LDHA inh,ERG-DNA inh,ALOX12 inh
CN(CCc1ccccc1)C(=O)c1ccc(NC(=O)Cc2ccc(NC(=O)C3CCN(C(=O)C4CCC4)CC3)cc2)cc1,-12%,1%,/,-24%,/,/,3,3%,-16%
O=C(/C=C/c1ccccc1)OCCN=C1NS(=O)(=O)c2ccccc21,-6%,-8%,-3%,-9%,24%,-8%,-3,0%,17%
CCOCCCNC(=O)CCN1C(=O)c2ccccc2Sc2ncccc21,-6%,-6%,4%,-6%,15%,5%,-2,-10%,-9%
COc1cccc(C(=O)OCc2cc(=O)oc3c(C)c(C)ccc23)c1OC,-38%,-18%,3%,-1%,24%,-1%,-3,-1%,1%
O=C(NCCN1CCOCC1)c1ccc2c(c1)N(Cc1ccccc1)CCS2,?,-2%,14%,-8%,-2%,452%[activator],-1,-1%,-26%
Cc1ccccc1-c1nc(CS(=O)(=O)CC(=O)NCCc2ccccc2)c(C)o1,-8%&11%,-21%&-24%,8%&2%,-7%&-10%,-12%,-4%&5%,-2&-4&-1,1%&1%,0%&-2%&-9%
Cc1ccc2nc3c(cc(C(=O)NCC4CCCO4)c(=N)n3CC3CCCO3)c(=O)n2c1 (stereo not given),-5%,-16%,10%,0%,22%,79%[activator],-3,2%,/
CC(SCc1ccccc1)C(=O)N/N=C/c1cc2c(cc1Br)OCO2 (stereo not given),3%,-18%,18%,-1%,-9%,-21%,-6,0%,-7%[57.4 µM]
Cc1ccc(CNC(=O)CSCC(=O)O)cc1,12%,-3%,3%,13%,4%,3%,0,-6%,0%
CC(C)c1ccc(CNc2nc(-c3ccco3)nn2C(=O)c2ccc([N+](=O)[O-])cc2)cc1,1%,-7%,?,-22%,/,-10%,-5,-1%,-14%
CC(=O)NNC1=Nc2ccccc2N(C)C(C)C1 (stereo not given),0%,-12%,2%,-12%,6%,2%,-10,/,1%
Cc1cc2occ(CC(=O)Nc3nnc(C4CC4)s3)c2cc1C,-7%,-10%,-1%,4%,-7%,-10%,-6,-8%,-6%
CCOC(=O)C1CCN(S(=O)(=O)c2ccc(Cl)s2)CC1,-9%,-20%,28%,-2%,22%,-12%,-5,-12%,-2%
COc1cccc(OCCNc2cc(N3CCOCC3)ccc2[N+](=O)[O-])c1,-4%,-4%,-2%,-17%,0%,-23%,3,4%,-10%
COC(=O)c1ccc(COC(=O)C2CC(O)CN2S(=O)(=O)c2ccc([N+](=O)[O-])cc2)cc1 (stereo not given),-5%,-5%,/,?,-13%,/,-1,1%,20%
Cc1ccc(C)c(C(=O)COC(=O)c2cc(Cl)nc3ccccc23)c1,1%,12%,?,-16%,-4%,-18%,1,17%,8%
O=C1OC(N2C(=O)CC[C@H]2C(=O)NCC2CCCO2)c2ccccc21 (stereo not given in full),4%,-19%,-1%,-21%,14%,-4%,-8,-2%,17%
Nc1nc(NCc2ccco2)nn1-c1ccccc1,-43%,7%,1%,-7%,28%,-4%,4,-7%,-21%
NCCCCCC(=O)O,?,-21%[60.1 µM],12%[57.1 µM],-14%,45%,1%[29.3 µM],-3,-15%,1%&2%
CN(C(=O)COC(=O)/C=C/c1ccc(Cl)c(Cl)c1)c1c(N)n(Cc2ccccc2)c(=O)[nH]c1=O,-13%,-5%,/,-9%,7%,/,-12,7%,?
COc1ccc(OCC(=O)NCc2ccc3c(c2)CCN3C(=O)c2cccc(C)c2)cc1,-25%,-15%[60.1 µM],2%,-20%,/,-1%,1,1%,-5%
O=C(COC(=O)c1cc(S(=O)(=O)N2CCOCC2)ccc1Cl)NCc1ccccc1,2%,-17%,/,-14%,-1%,/,-2,-3%,-3%
O=C(CNS(=O)(=O)c1ccc(Br)cc1)N1CCN(c2ccc(F)cc2)CC1,-12%,-21%,36%,6%,-4%,-12%,3,12%,?
CSc1ncccc1C(=O)OCC(=O)Nc1ccc2c(c1)OCO2,5%,-9%,8%,12%,-2%,-1%,-7,3%,-5%
Cc1ccc(C)c(S(=O)(=O)N2CCN(C(=O)c3ccccc3Cc3ccccc3)CC2)c1,11%,4%,/,-7%,23%,/,-6,0%,7%
CCOC(=O)c1sc2ccccc2c1S(=O)(=O)Nc1c(C)cccc1C,-21%,-9%,-3%,-23%,/,-9%,1,-1%,?
CC1CCN(c2nc3ccccc3nc2SCC(=O)Nc2ccccc2C(C)C)CC1,12%,-24%,?,-25%,/,126%[activator],1,7%,-21%
Cc1cccc(CNC(=O)c2ccc(Cn3c(SCc4ccccc4)nc4cccnc43)cc2)c1,-10%,-10%,-23%,-16%,/,-2%,1,5%,-25%
C=CCn1c(-c2ccc(Cl)cc2)c[nH]c1=S,-44%,-3%,2%,-5%,3%,-6%,-18,-6%,?
CCOc1ccccc1NC(=O)Cn1c(=O)n(Cc2ccco2)c(=O)c2ccc(C(=O)NC3CCCC3)cc21,10%,-10%,8%,-1%,/,-1%,-2,9%,0%
COc1cccc(CNC(=O)CCNC(=O)N2CCn3c2nc2ccccc23)c1,-18%[56.9 µM],-8%,18%,-21%,11%,3%,-10,2%,2%
Cc1ccc(C(=O)N2CCN(S(C)(=O)=O)C2)cc1,0%,-4%,11%,3%,-2%,-11%,-6,-1%,11%
O=C(NCc1ccc(F)cc1)C1CCCN(c2cnccn2)C1 (stereo not given),-18%,9%,36%,-7%,32%,1%,-1,-3%,-4%
COCCCn1c(-c2ccc(Cl)cc2)n[nH]c1=S,-5%,-5%,0%,7%,6%,-2%,2&-3,-17%,?
CCN(c1ccc(N=Cc2c(O)n(Cc3ccc(OC)cc3)c(=O)c3ccccc23)cc1)C(C)C,-8%,-8%,1%,-6%,-8%,0%,-4,3%,-12%
Cc1ccc(C2C(C#N)=C(N)Oc3cc(N)ccc32)cc1 (stereo not given),-12%,-11%,39%[activator],-14%,-10%,-4%,-7,-1%,i
CS(=O)(=O)N1CCN(C(=O)Cc2ccc(Br)cc2)CC1,-9%,2%,37%,-7%,-7%,-7%,0,2%,-7%
Cc1ccc(S(=O)(=O)NCc2ccccc2)cc1C(=O)N1CCN(S(=O)(=O)c2ccccc2)CC1,29%,-5%,/,-16%,3%,/,-7,6%,-2%
CC1=C(c2ccccc2)C=NNCC1=O,-9%,1%,/,-17%,/,/,35,6%,-11%
O=C(O)CCN(CCC(=O)O)c1ccccc1,-12%,-3%,10%,-9%,2%,-13%,-3,-4%,-45%
COc1ccc(N2Cc3cccc(C(=O)Nc4cccc(F)c4)c3C2=O)cc1,-8%,?,14µM*,/,/,-8%,8,1%,?
CN(Cc1ccccc1)Cc1c(O)ccc2ccccc12,-13%,-10%,12%,11%,25%,-12%,-1,-6%,0.79µM*
COc1ccccc1CNC(=O)[C@@H]1CCCN1S(=O)(=O)c1ccc(Cl)cc1,10%,-1%,0%,-5%,38%,-8%,-1,-3%,3%
CCc1ccccc1NC(=O)CCCn1c(=O)c2cccn2c2ccccc21,-13%,-3%,?,-14%,/,?,1,1%,2%
